Compound activity deposited in PubChem BioAssay by Broad Institute.
LGR2 inh: inhibitors of bursicon-induced LGR2 CRE-luciferase signal, primary screen, cell-based, HEK293, CRE-luciferase reporter, bursicon stimulation; bursicon-stimulated, 4 h; inhibition, % at 9.99 µM; 380,000 tested, 0.35% active; AID 720647, 2013;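 active means drop in luminescence signal, shown as inhibition above about 50% in the replicate tests, limit read from the data, passing the limit was not always enough; inconclusive means probably only some replicates passing the limit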;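 further: agonist challenge used bursicon conditioned medium at about half maximal strength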
PAX8 reporter: inhibitors of PAX8-driven TPO luciferase reporter, primary screen, RMG-I cells, single concentration; 360,000 tested, 1.2% active; inhibition, % at 12.6 µM; SteadyGlo, 24 h;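 active means mean replicate inhibition at least 60% with every replicate also reaching 60%; inconclusive means only one of the two criteria is met; inactive means mean below 60% and not all replicates reaching 60%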;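 further: luciferase light reporting Pax8 driven TPO promoter activity; plate controls were median of neutral control wells for no effect and mitoxantrone controls for full effect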
EWS-Fli inh: EWS/Fli-driven NR0B1 reporter inhibitors, primary screen, A673 cells, NR0B1 luciferase, luminescence, MLPCN library; viability-normalised; inhibition, % at 12.6 µM; 350,000 tested, 0.67% active; AID 651661, 2012;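 active means mean inhibition of at least 50% after viability correction, with every replicate also passing that limit; inconclusive means mean reaches 50% but only one of two replicates passes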;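 further: firefly luciferase signal divided by Alamar Blue viability fluorescence both relative to DMSO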
Casp6 inh: human caspase-6 inhibitors, primary screen, biochemical, VEID-R110 fluorescence, single point, set 2. purified caspase-6, Z-VEID-R110 cleavage fluorescence. inhibition, % at 12.5 µM. 350,000 tested, 0.53% active;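 active means mean inhibition across replicates at least about 35%, with every replicate also reaching that limit, limit read from the data; inconclusive means only one of the two criteria met; inactive means neither criterion met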;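 further: 0% = median of neutral control wells and 100% = no fluorescence left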
Target sequence (P55212 24-179 limits assumed): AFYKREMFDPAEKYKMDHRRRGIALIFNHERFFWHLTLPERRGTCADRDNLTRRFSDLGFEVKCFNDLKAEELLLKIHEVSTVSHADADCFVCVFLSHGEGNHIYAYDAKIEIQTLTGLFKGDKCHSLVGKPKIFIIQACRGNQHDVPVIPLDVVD
Target sequence (P55212 194-293 limits assumed): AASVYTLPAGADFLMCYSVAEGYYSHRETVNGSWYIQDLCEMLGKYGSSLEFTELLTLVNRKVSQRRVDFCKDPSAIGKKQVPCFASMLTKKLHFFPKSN
ARNT TACC3 PPI: disruptors of ARNT/TACC3 protein interaction, primary screen, biochemical, AlphaScreen, single concentration; Transforming acidic coiled-coil-containing protein 3 (Homo sapiens), Q9Y6A5; AlphaScreen His-ARNT PAS-B/GST-TACC3 binding, luminescence; TACC3 fragment carries E629A point mutation; inhibition, % at 9.99 µM; 390,000 tested, 0.66% active; AID 623870, 2012;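 active means mean inhibition of replicates at least 50% and at least half of replicates each reaching 50%; inconclusive means half or more replicates reach 50% but mean below 50%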;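 further: 0% = complete ARNT plus TACC3 wells and 100% = ARNT alone without TACC3; many hits fall short of the cut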
SIRT5 inh: SIRT5 desuccinylase inhibitors, primary screen, biochemical, fluorescence imaging, single point, set 5; NAD-dependent protein deacylase sirtuin-5, mitochondrial (Homo sapiens), Q9NXA8; Purified SirT5, succinyl-peptide AMC, trypsin-coupled fluorescence; inhibition, % at 15 µM; 330,000 tested, 1.1% active; in the data active means inhibition above about 15%; inconclusive means no clear call, values can overlap the other calls
Target sequence (Q9NXA8 whole entry, looked up): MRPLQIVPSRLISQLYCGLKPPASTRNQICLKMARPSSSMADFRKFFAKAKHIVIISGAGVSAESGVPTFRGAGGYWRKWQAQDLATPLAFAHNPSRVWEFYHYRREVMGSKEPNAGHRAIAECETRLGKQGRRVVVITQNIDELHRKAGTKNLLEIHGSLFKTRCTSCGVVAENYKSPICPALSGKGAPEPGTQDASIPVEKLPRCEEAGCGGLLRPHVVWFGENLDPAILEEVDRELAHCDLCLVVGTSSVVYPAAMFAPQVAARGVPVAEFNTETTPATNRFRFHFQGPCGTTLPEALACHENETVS
DENV2 CPE rescue: inhibitors of DENV2 cytopathic effect, primary screen, cell-based, plate reader, single concentration | CPE inhibition, % at 9.99 µM | 350,000 tested, 1.7% active | DENV2-infected cells, cytopathic effect rescue; in the data active means CPE inhibition above about 20%, passing the limit was not always enough; inconclusive means no clear call, values can overlap the other calls; tested in BHK-21 cells;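 further: 0% = median of neutral control wells and 100% = median of positive control wells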
* = called active by the depositor; ? = inconclusive; / = not tested or not shown; & = joins results of further samples; ! = not active in a repeat.

SMILES	LGR2 inh	PAX8 reporter	EWS-Fli inh	Casp6 inh	ARNT TACC3 PPI	SIRT5 inh	DENV2 CPE rescue
NC(=O)C1(Nc2ccc(Br)cc2)CCCC1	2	-2	5	-5	4	/	-1
COC(=O)c1ccc2nc(-c3cccc(Cl)c3)c(Cc3ccccc3C(F)(F)F)n2c1	-17	-9	-7	-1	/	/	8
C[C@@H]1CN([C@H](C)CO)S(=O)(=O)c2ccc(-c3cccnc3)cc2O[C@@H]1CN(C)C(=O)c1cccc(F)c1	-1	/	-4	2	-2	4	1
Cc1ccc(S(=O)(=O)NNC(=O)Nc2cccc(C)c2C)c(C)c1	7	-9	-1	-4	-1	2	2
O=S(=O)(Nc1ccccc1)c1ccc(S(=O)(=O)N2CCCC2)cc1	-5	5	3	-3	3	-3	-3
O=C(NC1CCSc2ccccc21)c1cccc(S(=O)(=O)N2CCOCC2)c1 (centres undefined)	14	8	9	-1	1	-1	17
COc1ccc(CN(C)C(=O)/C=C/[C@H]2O[C@@H](n3cnc4c(N)ncnc43)[C@H](O)[C@@H]2O)cc1OC	5	-16	5	1	/	-4	9
COc1ccc(-c2[nH]ncc2CN2CCCO2)cc1F	1	-5	-13	-1	12	-3	11
COc1ccc(C2/C(=C(/O)c3ccc(F)cc3)C(=O)C(=O)N2c2ccccn2)cc1OC (centres undefined)	-4	-37	-5	-2	-3	-1	-3
S=C(Nc1ccc(Cl)cc1)NC1CC2CCCC(C1)N2C1CC1 (centres undefined)	13	/	12	-3	-8	-4	/
COc1ccc(NC(=O)CN(C)C(=O)c2ccc3c(c2)OCCO3)cc1	-19	-16	-23	-5	-3	-9	-4
CCOc1ccc(S(=O)(=O)N2CCOCC2)cc1NC(=O)Cc1c(F)cccc1Cl	-3	0	6	1	-7	0	-6
CO[C@@H]1CN(C)C(=O)c2ccc(NC(=O)C3CCOCC3)cc2OC[C@@H](C)N(Cc2ccc(F)cc2)C[C@H]1C	-30	9	-1	-1	1	1	-10
Cn1c(CO)cnc1SCC(=O)c1ccc(F)cc1	-26	-79	-44	1	-4	-1	1
Cc1ccc(C)[n+](CC(=O)N2CCCCC2)c1	36	-39	14	1	/	6	-2
CC(O)(CS(=O)(=O)Cc1ccccc1)C(=O)Nc1cccc(C(F)(F)F)c1 (centres undefined)	-1	/	11	40*	-5	0	13
C/C=C/c1ccc2c(c1)O[C@@H](CN(C)Cc1ccccc1)[C@@H](C)CN([C@H](C)CO)S2(=O)=O	-5	8	1	1	-1	3	?
Cc1ccc2nc(N/C(=N/S(=O)(=O)c3ccc(F)cc3)c3ccccc3)sc2c1	-39	-42	-39	1	-9	-1	9
C[C@H](CO)N1C[C@H](C)[C@@H](CN(C)S(C)(=O)=O)Oc2cc(Br)ccc2S1(=O)=O	-3	/	5&1	-1&1	-6	5&0	14&0
COc1ccc(-n2ncc3c2CC(C)(C)CC3NC(=O)CCN2CCCCC2=O)cc1 (centres undefined)	17	-4	/	-3	12	4	-10
NC(=NCCc1ccccc1)NS(=O)(=O)c1cccs1	/	7	4	-5	/	-6	/
CC(OC(=O)Cn1cnc2c1c(=O)n(C)c(=O)n2C)C(=O)N(C)c1ccccc1 (centres undefined)	15	8	15	0	1	1	?
Cc1ccccc1OCCC(=O)OCC(=O)Nc1ccc2[nH]c(=O)[nH]c2c1	-15	-14	-3	4	1	-6	-6
O=C1CSC(c2ccc(F)cc2)N1c1c(F)cccc1F (centres undefined)	12	13	1	0	-1	-3	7
Cc1cc(C(=O)COc2ccccc2C(N)=O)c(C)n1C1CC1	-43	-73	-64	5	-8	-4	/

Another view of some results above:
Every second line gives: LGR2 inh, PAX8 reporter, EWS-Fli inh, Casp6 inh, ARNT TACC3 PPI, SIRT5 inh, DENV2 CPE rescue
COc1ccc(-n2ncc3c2CC(C)(C)CC3NC(=O)CCN2CCCCC2=O)cc1 (centres undefined)
 : 17, -4, /, -3, 12, 4, -10
C[C@@H]1CN([C@H](C)CO)S(=O)(=O)c2ccc(-c3cccnc3)cc2O[C@@H]1CN(C)C(=O)c1cccc(F)c1
 : -1, /, -4, 2, -2, 4, 1
CCOc1ccc(S(=O)(=O)N2CCOCC2)cc1NC(=O)Cc1c(F)cccc1Cl
 : -3, 0, 6, 1, -7, 0, -6

Following part:
SMILES	LGR2 inh	PAX8 reporter	EWS-Fli inh	Casp6 inh	ARNT TACC3 PPI	SIRT5 inh	DENV2 CPE rescue
COc1cccc(-c2nc(CS(=O)CC(=O)NC3CC3)c(C)o2)c1 (centres undefined)	5	9	-1	-2	/	-2	-2
COc1cccc(-c2ccc([C@@H]3[C@@H](CO)N4CCCCN(C(=O)c5ccc6c(c5)OCO6)C[C@H]34)cc2)c1	-3	11	-6	-5	9	-1	-1
O=C(CCCCn1ccc(=O)[nH]c1=O)Nc1ccc(O)c(C(=O)O)c1	9	6	1	-3	-14	/	-2
O=C(Nc1cccc([N+](=O)[O-])c1)c1ccncc1	8	-11	/	/	4	/	/
COCC(=O)N1[C@H](C#N)[C@H](c2ccc(C3=CCCC3)cc2)[C@@H]1CO	16	-2	4	-1	4	13	-2
C[C@@H]1CCCCO[C@H](CN(C)C(=O)c2ccccc2)[C@@H](C)CN([C@H](C)CO)C(=O)c2cc(NS(=O)(=O)c3ccccc3)ccc2O1	11	-17	-14	1	-7	-2	-3
Cc1ccccc1S(=O)(=O)N1CC(=O)N2[C@H](CO)[C@@H](c3ccc(C#CCC(C)C)cc3)[C@@H]2C1	25	3	2	1	/	12	5
C[C@@H]1CN([C@H](C)CO)C(=O)c2cc(C#CC3(O)CCCC3)cnc2O[C@H]1CN(C)C	-14	/	-4	0	-10	-3	5
C[C@@H]1CCCCO[C@H](CN(C)C(=O)CCCN(C)C)[C@@H](C)CN([C@@H](C)CO)C(=O)c2cc(NC(=O)NC3CCCCC3)ccc2O1	2	11	-10	0	-6	-5	0
Cc1cc(C)n2ncc(/C(N)=N/OC(=O)Nc3ccccc3)c2n1	-4	3	2	-2	-13	-3	14
CCCN1CCN(S(=O)(=O)c2ccc3c(c2)NC(=O)C(C)C(=O)N3)CC1 (centres undefined)	10	-7	0	2	-3	4	2
COc1ccc(C(CNC(=O)c2ccc(C)o2)N2CCOCC2)cc1 (centres undefined)	-1	8	3	-3	/	-2	0
Cc1cccc(C(C(=O)NC2CCCC2)N(Cc2cccnc2)C(=O)c2csnn2)c1 (centres undefined)	-15	-18	6	0	-8	1	3
CC(C)NC(=O)N(C)C[C@@H]1Oc2ccc(NC(=O)CCCCCC(=O)Nc3ccccc3N)cc2CC(=O)N([C@@H](C)CO)C[C@H]1C	-28	-6	0	-2	-6	-4	-5
COc1ccc(C2C3=C(CC(C)(C)CC3=O)N(C)C3=C2C(=O)CC(C)(C)C3)cc1	8	17	1	-1	0	-6	15
Cc1ccc(NC(=O)CCC(=O)c2ccc(Br)cc2)cc1	-16	4	-7	-5	-9	-5	?
CCCOc1ccc(C2CC(=O)Nc3cc(OC)c(OC)cc32)cc1 (centres undefined)	2	13	14	4	1	-4	-5
CCC1(c2ccccc2)SCC(c2ccccc2)=NC1=O (centres undefined)	15	8	11	-3	2	-3	-8
O=C(/C=C/c1ccc(S(=O)(=O)N2CCOCC2)cc1)NCCc1ccc(C(F)(F)F)cc1	2	18	15	-2	-15	4	-6
Cc1cc(C)cc(OCC(O)Cn2nc(C)cc2C)c1 (centres undefined)	-10	4	10	0	4	0	-2
C[C@@H]1CN([C@H](C)CO)C(=O)c2cccc(NC(=O)c3ccc(-c4nccs4)cc3)c2O[C@H]1CN(C)C(=O)Nc1ccc(C(F)(F)F)cc1	9	/	0	-1	-13	0	2
O=C(Cn1cc(C(F)(F)F)ccc1=O)NC(c1ccccc1)c1ccccc1	-2	3	9	-1	1	-2	-3
CN1C[C@H]2[C@@H](c3ccccc31)[C@@H](CO)N2Cc1ccccc1F	-4	34	2	2	1	-1	-3
O=C(N/N=C/c1ccc(OC(F)F)cc1)c1cc[n+]([O-])cc1	6	12	2	0	/	4	6
CC(=O)c1ccc(NC(=O)CCNC(=O)c2ccc(Cl)cc2)cc1	-1	-28	-22	-3	-4	5	-5

Next section:
SMILES	LGR2 inh	PAX8 reporter	EWS-Fli inh	Casp6 inh	ARNT TACC3 PPI	SIRT5 inh	DENV2 CPE rescue
Cc1ccc(S(=O)(=O)Nc2ccc3c(c2)C(=O)N([C@@H](C)CO)C[C@@H](C)[C@@H](CN(C)C(=O)Nc2ccc(F)cc2)O3)cc1	12	42	7	0	-9	-2	0
O=C(Nc1ccc(-c2ccccc2)cc1)[C@H]1[C@H](CO)[C@H]2Cn3c(cccc3=O)[C@@H]1N2Cc1ccncc1	-1	8	-2	/	/	/	/
CCCN=C1NC(=O)C(CC(=O)NCCc2ccc(OC)c(OC)c2)S1 (centres undefined)	-13	20	2	-1	/	-3	-2
Cc1noc(C)c1NC(=O)Nc1ccc2c(c1)C(=O)N([C@@H](C)CO)C[C@H](C)[C@H](CN(C)S(=O)(=O)c1cccs1)OCCCC[C@@H](C)O2	11	1	-1	-2	-7	-2	1
CCC(C)Nc1nc(N)c([N+](=O)[O-])c(N2CCCCCC2)n1 (centres undefined)	-6	77*	14	1	-2	1	-1
CSc1ccc(CNCC(O)c2ccccc2)cc1 (centres undefined)	-13	-2	-8	0	-2	-3	8
C[C@H]1CN([C@@H](C)CO)C(=O)c2c(c3ccccc3n2C)-c2ccccc2CO[C@H]1CN(C)C(=O)Nc1ccc(-c2ccccc2)cc1	11	31	-15	1	/	-1	-2
O=C(CN1C(=O)NC2(CCCC2)C1=O)Nc1nc(-c2ccc(F)c(F)c2)cs1	12	4	-3	-2	-3	-1	-3
CCCn1c(-c2ccccc2)cc(SC)c(C#N)c1=O	-11	5	18	0	-1	-1	3
O=C(C[C@H]1CC[C@@H]2[C@H](COC[C@H](O)CN2Cc2cccc(C(F)(F)F)c2)O1)NCCc1ccncc1	2	-5	3	-4	-5	1	1
CC1CCN(S(=O)(=O)c2ccc([N+](=O)[O-])cc2)CC1	-11	3	3	2	1	0	-1
CN1C(=O)c2cc(NC(=O)c3cscn3)ccc2OC[C@H]2O[C@@H](CC(=O)N3CCOCC3)CC[C@H]21	1	7	-4	1	1	0	7
O=C(NCCc1ccccc1)C(=S)N1CCCCC1	-5	-8	-3	-4	-4	2	-4
CCCCCCCCCNC(=O)[C@H](NC(=O)COc1ccccc1)[C@@H]1NC(C(=O)OC)C(C)(C)S1 (some centres undefined)	-8	-7	-4	/	-8	/	/
CS(=O)(=O)N(CC(=O)NCCSCc1ccco1)c1ccc2c(c1)OCO2	/	5	7	-1	4	0	1
CC(=O)N(C)C[C@@H]1Oc2cc(Br)ccc2S(=O)(=O)N([C@H](C)CO)C[C@@H]1C	2&15	-1	7&0&1	1&-2&0	6&2	-2&-2&1	36*!
O=C(C[C@@H]1C[C@@H]2c3cc(NC(=O)NC4CCCCC4)ccc3O[C@@H]2[C@H](CO)O1)NCCc1ccccc1	11	11	-67	2	/	26*	-11
Cc1ccc(NC(=O)C2CCCN2c2nn3c(=O)cc(C)nc3s2)cc1 (centres undefined)	-13	0	0	0	-1	0	-2
CCOc1cc(C2NC(=S)NC(C)=C2C(=O)Nc2ccccc2)ccc1O (centres undefined)	-2	13	6	0	6	0	-2
CCS(=O)(=O)N1CC(=O)N2[C@H](CO)[C@@H](c3ccc(C#CCC4CCCC4)cc3)[C@@H]2C1	-10	/	/	-3	/	-6	17
CCCNC(=O)C[C@@H]1CC[C@H]2[C@H](COc3ccc(NC(=O)c4cccc(Cl)c4)cc3C(=O)N2C)O1	-6	-3	-2	/	/	/	/
COc1ccc(NC(=O)c2cccc(S(=O)(=O)N3CCc4ccccc43)c2)cn1	1	19	-1	3	-3	0	-3
O=C(N/N=C/c1cc2c3c(c1O)CCCN3CCC2)c1ccccc1O	7	62*	11	2	/	-4	/
